G9a block: inhibitors of human histone lysine methyltransferase G9a | Potency, µM (top dose mostly 102 µM), for the others: at the top dose activity, negative = inhibition, actives largely listed as inhibitors | Q96KQ7 | G9a H3K9 monomethylation, AlphaScreen, 2 h | actives 8.8% (n = 350,000); further: on the % scale 0 is the no-effect control and ±100 the full control effect; nearly all actives have a fitted effect of over 75% in size
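AlphaScreen detection with an anti-monomethyl H3K9 antibody quantified product after a 2 h room-temperature reaction containing 500 nM biotinylated H3K9 peptide, 20 µM SAM and 20 nM enzyme, which had been preincubated 15 min with compound.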
Pol kappa inh: blocks human DNA polymerase kappa activity | Q9UBT6 | purified Pol kappa, fluorescent DNA synthesis assay, 10 min | AID 588579 | Potency, µM (titrated, usually from 107 µM), without a hit: top-dose activity, negative = inhibition, usual class: inhibitors | actives 0.53% (n = 400,000); further: on the % scale 0 is the no-effect control and ±100 the full control effect
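Fluorescent qHTS in 1536-well format: enzyme (10 nM) and compound sat 15 min at room temperature before 50 nM substrate (final) was added. Signal taken at 0 and 10 min; no-enzyme buffer wells were negative controls.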
BAZ2B inh: blocks human BAZ2B. Potency, µM (top dose mostly 114 µM), for the others: at the top dose activity change, negative = inhibition, most hits filed as inhibitors. actives 4.4% (n = 360,000). Q9UIF8. AlphaScreen BAZ2B-H3K14Ac peptide displacement; further: on the % scale 0 is the no-effect control and ±100 the full control effect; nearly all actives have a fitted effect of over 60% in size
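Multi-concentration screen (max 110 uM) measuring displacement of acetylated histone H3 peptide from BAZ2B by AlphaScreen, using 50 nM protein, 50 nM peptide and 10 ug/mL streptavidin donor plus Ni-chelate acceptor beads.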
POLH inh: inhibitors of human DNA polymerase eta | Q9Y253 | recombinant Pol eta, fluorescent DNA replication assay | Potency, µM (titrated, usually from 114 µM), for inactives: top-dose activity change, negative = inhibition, actives largely listed as inhibitors | actives 1.2% (n = 390,000); further: on the % scale 0 is the no-effect control and ±100 the full control effect
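Pol eta at 10 nM preincubated with compounds 15 min at room temperature; reaction started with fluorescent substrate (50 nM final) and read kinetically at 0 and 10 min.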
APE1 inh: inhibitors of human APE1 endonuclease; AID 2517; Potency, µM (series often up to 65.8 µM), inactives show top-dose activity change, negative = inhibition, actives largely listed as inhibitors; actives 0.35% (n = 350,000); recombinant APE1, TAMRA/BHQ-2 abasic DNA cleavage fluorescence;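 further: plate controls were vehicle for no effect and reference inhibitor for full effect; nearly all actives have a fitted effect of over 55% in size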
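Kinetic fluorescence read (525 ex/598 em nm, three reads 60 s apart) of AP-site incision; signal = third minus first read. Enzyme 0.75 nM, dual-labelled THF duplex 50 nM, compound preincubation 15 min RT.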
Pol iota inh: inhibitors of human DNA polymerase iota. Pol iota fluorescent replication assay, 10 min. Potency, µM (doses to about 115 µM), without a hit: at the top dose activity, negative = inhibition, actives largely listed as inhibitors. actives 1% (n = 390,000)
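Fluorescent replication assay read twice, at 0 min and 10 min after adding 50 nM (final) substrate. Enzyme (10 nM) and compounds were first incubated 15 min at room temperature; enzyme-free buffer wells were negative controls.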
POLB inh: DNA polymerase beta (human) inhibition | P06746 | Pol beta primer extension/strand displacement, fluorescence kinetic | Potency, µM (highest dose often 114 µM), for the others: at the top dose activity change, negative = inhibition, most hits filed as inhibitors | actives 1.3% (n = 340,000) | AID 485314; further: on the % scale 0 is the no-effect control and ±100 the full control effect
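Preincubation: enzyme (10 nM) with compound, 15 min, RT. Reaction: substrate added to 50 nM final. Reads: 0 and 10 min. Analysis: normalized, Hill fit.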
Apoferritin bind: binds horse apoferritin like a general anesthetic; actives 0.074% (n = 350,000); Potency, µM (highest dose often 77.5 µM), for the others: top-dose activity change, negative = displacement, hits mostly inhibitors; apoferritin/1-aminoanthracene competitive binding, fluorescence; AID 485281; further: on the % scale 0 is the no-effect control and ±100 the full control effect; nearly all actives have a fitted effect of over 20% in size
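Read-out: endpoint 1-AMA fluorescence, excitation 380 nm and emission 535 nm, after compounds sit 10 min at room temperature with 10 uM horse-spleen apoferritin in 50% saturated 1-AMA/PBS. Values come from four-parameter Hill fits.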
BLM inh: blocks DNA unwinding by human BLM helicase; P54132; recombinant BLM DNA unwinding, fluorescence dequenching; Potency, µM (series often up to 56.1 µM), without a hit: at the highest dose activity change, negative = inhibition, usual class: inhibitors; actives 0.2% (n = 350,000); AID 2528;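 further: plate controls were vehicle for no effect and no enzyme for full effect; nearly all actives have a fitted effect of over 35% in size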
Target sequence (P54132 whole entry, looked up): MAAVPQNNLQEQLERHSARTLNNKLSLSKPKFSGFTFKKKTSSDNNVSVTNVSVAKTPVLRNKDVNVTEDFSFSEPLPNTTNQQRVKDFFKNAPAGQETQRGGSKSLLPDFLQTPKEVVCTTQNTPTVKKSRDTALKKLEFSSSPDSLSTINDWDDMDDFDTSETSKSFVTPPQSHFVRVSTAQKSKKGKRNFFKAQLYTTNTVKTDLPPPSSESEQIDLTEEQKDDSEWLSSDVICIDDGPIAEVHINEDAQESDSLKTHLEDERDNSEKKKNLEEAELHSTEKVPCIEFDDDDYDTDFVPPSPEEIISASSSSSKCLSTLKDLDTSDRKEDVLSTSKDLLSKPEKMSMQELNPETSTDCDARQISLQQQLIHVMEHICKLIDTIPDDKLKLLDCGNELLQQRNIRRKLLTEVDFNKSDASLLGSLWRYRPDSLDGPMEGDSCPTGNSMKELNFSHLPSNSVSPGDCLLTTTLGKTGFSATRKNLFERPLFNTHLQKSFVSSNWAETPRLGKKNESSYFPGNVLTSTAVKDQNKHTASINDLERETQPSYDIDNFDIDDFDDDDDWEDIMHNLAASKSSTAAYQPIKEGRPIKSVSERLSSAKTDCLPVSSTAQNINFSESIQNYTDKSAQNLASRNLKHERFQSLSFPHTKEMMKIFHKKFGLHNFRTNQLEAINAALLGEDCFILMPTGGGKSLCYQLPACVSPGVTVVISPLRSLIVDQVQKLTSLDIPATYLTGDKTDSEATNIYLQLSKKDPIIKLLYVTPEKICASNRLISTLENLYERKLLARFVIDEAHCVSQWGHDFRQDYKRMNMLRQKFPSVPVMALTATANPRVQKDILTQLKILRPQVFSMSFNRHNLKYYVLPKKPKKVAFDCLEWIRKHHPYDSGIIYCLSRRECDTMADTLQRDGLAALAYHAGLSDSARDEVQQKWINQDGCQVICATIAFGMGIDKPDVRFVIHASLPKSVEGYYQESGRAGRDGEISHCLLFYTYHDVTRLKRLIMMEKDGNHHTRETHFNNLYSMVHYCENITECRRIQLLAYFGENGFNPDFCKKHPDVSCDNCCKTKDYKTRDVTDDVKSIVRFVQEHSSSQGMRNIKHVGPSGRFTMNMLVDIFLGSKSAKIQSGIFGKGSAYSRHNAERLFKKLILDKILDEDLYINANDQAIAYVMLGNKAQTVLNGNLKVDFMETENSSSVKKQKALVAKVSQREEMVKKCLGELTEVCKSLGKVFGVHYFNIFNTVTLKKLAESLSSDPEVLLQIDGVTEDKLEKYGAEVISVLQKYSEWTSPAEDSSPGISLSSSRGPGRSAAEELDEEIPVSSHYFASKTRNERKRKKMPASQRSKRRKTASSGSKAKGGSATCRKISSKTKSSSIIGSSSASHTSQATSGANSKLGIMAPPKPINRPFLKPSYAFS
Numbers without * were called inactive; [ ] = remark or other dose. The call rests on the fitted dose curve; in most records, active means well fitted curve in the direction sought with a large enough effect; inconclusive means small, poorly fitted or top-dose-only effect, or another doubt; inactive means no such curve, though single readings can be large; an effect the other way counts as inactive or inconclusive. Potency means the concentration at half of the fitted maximal effect. Not all compounds are listed. The share of hits here may be higher or lower than overall.

For CCOc1ccc(-c2cc(C(=O)NCCc3ccc(C)cc3)c3ccccc3n2)cc1 the results were G9a block 3%[59 µM], Pol kappa inh -8%[60.1 µM], BAZ2B inh 2%, POLH inh -11%, Pol iota inh -2%, POLB inh 8%, Apoferritin bind 3% and BLM inh -3%.
Screening COc1cccc(CC2(CO)CCCN(Cc3cn[nH]c3C3CCCCC3)C2)c1 (configuration not stated) returned G9a block inconclusive, Pol kappa inh -4%, BAZ2B inh -3%, POLH inh -14%, APE1 inh 5%, Pol iota inh 30%, POLB inh -8%, Apoferritin bind -16% and BLM inh 0%.
Cc1cccc2sc(NC(=O)C3c4ccccc4Oc4ccccc43)nc12 was read as G9a block -3%, Pol kappa inh -13%, BAZ2B inh -8%, POLH inh -14%, APE1 inh 16%, Pol iota inh -7%[58.9 µM], POLB inh 35%, Apoferritin bind -7% and BLM inh -11%.
`CCC(C)(C)NC(=O)C(c1cccn1C)N(Cc1ccc(C)cc1)C(=O)Cn1nnc2ccccc21` (configuration not stated) gave G9a block inconclusive, Pol kappa inh -5%, BAZ2B inh -1%, POLH inh 5%, APE1 inh -5%, Pol iota inh 11%, POLB inh 0%, Apoferritin bind -22% and BLM inh -3%.
COc1ccc(-c2ccc3c(c2)S(=O)(=O)c2cccc(C(=O)N4CCN(c5c(Cl)cncc5Cl)CC4)c2C3=O)cc1OC was read as Pol kappa inh -14%, POLH inh 2%, APE1 inh 11% and Pol iota inh inconclusive.
`COc1ccc(C(C(=O)NCC2CCCO2)N(C(=O)c2snc(C(N)=O)c2N)c2ccc(C)cc2)cc1OC` (configuration not stated) gave G9a block inconclusive, Pol kappa inh 2%, BAZ2B inh -9%, POLH inh -12%, APE1 inh 29%, Pol iota inh 96%[activator], POLB inh 24%, Apoferritin bind 0% and BLM inh -1%.
For COc1ccc(C2CC(c3c(Cl)cccc3Cl)n3nc(N)nc3N2)cc1 (configuration not stated) the results were G9a block 5%, Pol kappa inh -9%, BAZ2B inh 5%, POLH inh -8%, APE1 inh 0%, Pol iota inh inconclusive, POLB inh 3%, Apoferritin bind -8% and BLM inh 1%.
Screening Cc1cc(Oc2ccc(Cl)cc2)nc(SCC(=O)c2ccccc2)n1 returned G9a block 17%[59 µM], Pol kappa inh -1%, BAZ2B inh 16%, POLH inh -17%, APE1 inh 0%, Pol iota inh -5%, POLB inh 0%, Apoferritin bind -18% and BLM inh -2%.
`COc1cc(CNC(=O)c2cccc(COc3ccc(Cl)cc3)c2)cc(OC)c1` gave G9a block 9%, Pol kappa inh -16%, BAZ2B inh 4%, POLH inh -15%, APE1 inh 7%, Pol iota inh -11%, POLB inh 23%, Apoferritin bind -2% and BLM inh -7%.
CCOC(=O)CC(=O)CSc1nc2c(c(C)c1C#N)CCC2 was read as G9a block inconclusive, Pol kappa inh -4%, BAZ2B inh inconclusive, POLH inh -4%, APE1 inh 11%, Pol iota inh 12%, POLB inh -17%, Apoferritin bind -19% and BLM inh -1%.

Grouped by structure, the compounds so far containing an aryl thioether with sulfur outside any ring
Screening Cc1cc(Oc2ccc(Cl)cc2)nc(SCC(=O)c2ccccc2)n1 returned G9a block 17%[59 µM], Pol kappa inh -1%, BAZ2B inh 16%, POLH inh -17%, APE1 inh 0%, Pol iota inh -5%, POLB inh 0%, Apoferritin bind -18% and BLM inh -2%.
CCOC(=O)CC(=O)CSc1nc2c(c(C)c1C#N)CCC2 was read as G9a block inconclusive, Pol kappa inh -4%, BAZ2B inh inconclusive, POLH inh -4%, APE1 inh 11%, Pol iota inh 12%, POLB inh -17%, Apoferritin bind -19% and BLM inh -1%.

Other records follow:
Screening CC(=O)Nc1ccc(NC(=O)COc2c(C)cc(Br)cc2C)cc1 returned G9a block -28%, Pol kappa inh -1%, BAZ2B inh -30%, POLH inh -15%, APE1 inh 2%, Pol iota inh 92%[activator], POLB inh 1%, Apoferritin bind -2% and BLM inh -2%.
For COc1ccc(-n2nc(C(=O)Nc3cc(C)ccn3)c3c4ccccc4n(C)c3c2=O)cc1 the results were G9a block inconclusive, Pol kappa inh 10%, Pol iota inh 5%, POLB inh 66%, Apoferritin bind 1% and BLM inh -4%.
O=C(COC(=O)C1CC1)NCCc1ccc(Cl)cc1 was read as G9a block inconclusive, Pol kappa inh 3%, BAZ2B inh 0%, POLH inh -1%, APE1 inh -3% and Pol iota inh 28%.
Cc1cc(C)n2nc(C(=O)OCC(=O)N(Cc3ccccc3)C(C)C)nc2n1 was read as G9a block 8%, Pol kappa inh 1%, BAZ2B inh 8%, POLH inh -19%, APE1 inh -5% and Pol iota inh 34%[activator].
Screening CCCN(Cc1ccc(N(C)C)cc1)CC1CC1 returned G9a block inconclusive, Pol kappa inh 1%[60.1 µM], BAZ2B inh inconclusive, POLH inh 8%, APE1 inh 15%, Pol iota inh -4%, POLB inh 14%, Apoferritin bind -2% and BLM inh 4%.
`CCOC(=O)C1CCN(C(=O)C2(NC(=O)Nc3ccccc3Cl)CCCCC2)CC1` gave G9a block 9%[59 µM], Pol kappa inh -6%, BAZ2B inh -4%, POLH inh 6%, APE1 inh inconclusive, Pol iota inh 15%, POLB inh -12%, Apoferritin bind 1% and BLM inh -2%.
`Cc1ccc(C(C)C)c(OCC(=O)NC(=S)Nc2ccccc2N2CCOCC2)c1` gave G9a block inconclusive, Pol kappa inh -3%, BAZ2B inh -16%, POLH inh -14%, APE1 inh 17%, Pol iota inh 24%, POLB inh 0%, Apoferritin bind -4% and BLM inh -6%.
Screening Cc1ccc(C(=O)COC(=O)c2cc(-c3ccc(Cl)cc3)nc3ccccc23)cc1 returned G9a block 25%[59 µM], Pol kappa inh -5%, BAZ2B inh 16%, POLH inh 8%, Pol iota inh 9%, POLB inh -8%, Apoferritin bind -3% and BLM inh -4%.
Cc1cc(S(=O)(=O)Nc2c(NC3CCCCC3)c3ccccc3oc2=O)ccc1F was read as G9a block 32%[activator], Pol kappa inh -5%, BAZ2B inh -17%, POLH inh -13%, APE1 inh 42%, Pol iota inh -17%, POLB inh -1%, Apoferritin bind -12% and BLM inh -2%.
For CC(=O)c1ccc(N2CCN(C(=O)C3CCN(S(=O)(=O)c4ccc5c(c4)CC(C)N5C(C)=O)CC3)CC2)cc1 (configuration not stated) the results were G9a block 10%, Pol kappa inh -7%, BAZ2B inh -26%, POLH inh 4%, APE1 inh 14%, Pol iota inh 24%, POLB inh -2%, Apoferritin bind -7% and BLM inh -2%.
`Cc1ccc(NC(=O)CCC(=O)N/N=C/c2ccco2)c(C)c1` gave G9a block 11%[59 µM], Pol kappa inh -6%, BAZ2B inh -33%, POLH inh -19%, APE1 inh inconclusive, Pol iota inh inconclusive, POLB inh inconclusive, Apoferritin bind inconclusive and BLM inh -10%.
`Cc1c(C(O)CN2CCC(C(N)=O)CC2)c2ccccc2n1C` (configuration not stated) gave G9a block -7%[59 µM], Pol kappa inh -2%, BAZ2B inh -9%, POLH inh -3%, APE1 inh inconclusive, Pol iota inh 29%, POLB inh 13%, Apoferritin bind -13% and BLM inh 3%.
`Cc1ccc(Sc2c(C)nn(-c3ccccc3)c2OC(=O)CC(C)C)cc1` gave G9a block 8.9µM*, Pol kappa inh -8%, BAZ2B inh 7%, Pol iota inh inconclusive, POLB inh 0%, Apoferritin bind -8% and BLM inh -2%.
Screening CCOC(=O)N1CCC(NC(=O)c2ccc(CNS(=O)(=O)c3ccc(F)cc3)cc2)CC1 returned G9a block -25%, Pol kappa inh -4%, BAZ2B inh 10%, POLH inh -7%, APE1 inh 14%, Pol iota inh -12%, POLB inh 24%, Apoferritin bind -7% and BLM inh -6%.
O=C(Cc1ccccc1)NCC1OCCc2ccccc21 (configuration not stated) was read as G9a block -48%, Pol kappa inh -7%, BAZ2B inh -3%, POLH inh -12%, APE1 inh -3%, Pol iota inh 169%[activator], POLB inh 6%, Apoferritin bind -11% and BLM inh -8%.
Screening CN(C)S(=O)(=O)Oc1cc(Cl)ccc1C(=O)Nc1ccc(F)cc1F returned G9a block 12%, Pol kappa inh 0%, BAZ2B inh -15%, POLH inh -21%, APE1 inh 3%, Pol iota inh -12%, POLB inh 8%, Apoferritin bind -10% and BLM inh -4%.
Screening Cc1cc(C)c2cc(CN(Cc3nnnn3Cc3ccc(F)cc3)C3CCCC3)c(=O)[nH]c2c1 returned G9a block -12%[0.0925 µM], Pol kappa inh 3%, BAZ2B inh 17%, POLH inh -5%, APE1 inh -6%, Pol iota inh 12%, POLB inh 1%, Apoferritin bind -3% and BLM inh 2%.
`CCCCOC(=O)CNc1n[nH]c(=S)[nH]c1=O` gave G9a block -3%[12.7 µM], Pol kappa inh 1%, BAZ2B inh -35%, POLH inh -18%, APE1 inh 7%, Pol iota inh 26%, POLB inh 3%, Apoferritin bind -16% and BLM inh 3%.
For O=C(CCCC(=O)N(CC(=O)NC1CCCCC1)c1cccc(F)c1)Nc1ccccn1 the results were G9a block -10%, Pol kappa inh -2%, BAZ2B inh -2%, POLH inh -17%, APE1 inh 7%, Pol iota inh 59%[activator], POLB inh 22%, Apoferritin bind 6% and BLM inh -3%.
CC(C)OC(=O)CCNc1n[nH]c(=O)[nH]c1=O was read as G9a block 10%[12.7 µM], Pol kappa inh -11%, BAZ2B inh 9%, POLH inh 2%, APE1 inh -1%, Pol iota inh -1%, POLB inh 0%, Apoferritin bind -6% and BLM inh -7%.
Cc1ccc(CSc2ncc(Cl)c(C(=O)Nc3nnc(C)s3)n2)cc1 was read as G9a block 8%[59 µM], Pol kappa inh inconclusive, BAZ2B inh -12%, POLH inh -16%, Pol iota inh 4%, POLB inh 5%, Apoferritin bind inconclusive and BLM inh 1%.
`CC(C)CC(=O)Nc1c2c(nn1-c1ccc(F)cc1)CS(=O)(=O)C2` gave G9a block 26%, Pol kappa inh 2%, BAZ2B inh -1%, POLH inh -16%, APE1 inh 19%, Pol iota inh 34%[activator], POLB inh 8%, Apoferritin bind -4% and BLM inh -4%.

High-throughput results deposited in PubChem by National Center for Advancing Translational Sciences (NCATS).
